Bioassay records as filed in PubChem BioAssay.
ADAM17 inh: ADAM17 inhibition, QFRET primary screen. AID 720648. recombinant ADAM17, EDANS/DABCYL FRET peptide cleavage. inhibition, % at 6.95 µM. 370,000 compounds, 0.83% hits. P78536;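 active = inhibition above the mean of compounds lying between control limits plus 3 SD, set per campaign, cut at about 8.5% in these data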;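 also: 0% = DMSO-only wells as the low control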
PLC-beta3 inh: inhibitors of human phospholipase C beta3 | 370,000 compounds, 0.18% hits | Q01970 | Purified PLC-beta3, fluorogenic substrate, fluorescence | inhibition, % at 12.2 µM; in the data active = inhibition above about 11%;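 also: 0% = median of compound wells on plate and 100% = full blocker control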
hgDAF12 agonist: agonists of H. glycines DAF-12 nuclear receptor; HEK293 GAL4-hgDAF12 UAS-luciferase reporter, agonist luminescence; normalized to butyrate control; activation, % at 6.8 µM; 370,000 compounds, 1.8% hits;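 active = activation above a cutoff set at the mean of all screened compounds plus 3 SD, cut at about 10% in these data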;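 also: 0% = DMSO wells and 100% = sodium butyrate wells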
sPLA2-III inh: Inhibits HGIII-sPLA2 liposome hydrolysis, primary screen; Q9NZ20; QFRET BODIPY PC-A2 liposome hydrolysis, fluorescence; inhibition, % at 12.2 µM; 370,000 compounds, 0.56% hits; AID 743126;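 active = inhibition above mean plus 3 SD of compounds lying within the high and low control bounds, cut at about 19% in these data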;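 also: 0% = median of test compound wells and 100% = no enzyme DMSO wells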
hcDAF12 agonist: activators of H. contortus DAF-12 nuclear receptor; HEK293 hcDAF-12 lit1-tk-luc reporter, luminescence; 0% DMSO, 100% Δ7-dafachronic acid; activation, % at 6.8 µM; 370,000 compounds, 1.4% hits;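 active = activation above the mean of all tested compounds plus 3 SD, cut at about 5.5% in these data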;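 also: 100% = response to 3 µM Δ7-dafachronic acid high control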
ADAM10 inh: inhibits human ADAM10; AID 720582; inhibition, % at 7 µM; 370,000 compounds, 0.62% hits; O14672; recombinant ADAM10, EDANS/DABCYL FRET peptide cleavage, 3 h;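 active = inhibition above a per-campaign cutoff equal to the mean of compounds falling between control-based bounds plus 3 SD, cut at about 20% in these data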;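 also: 0% = DMSO wells while the 100% control is not disclosed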
FXN GAA850 act: activators of GAA850 frataxin (FXN) promoter. HEK293 lucGAA850 FXN promoter luciferase reporter, 24 h; percent of 10 µM SAHA response. 360,000 compounds, 0.56% hits. activation, % at 6 µM;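 active = activation above the average of all compounds screened plus 3 SD, cutoff fixed separately per campaign, cut at about 7.5% in these data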;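 also: 0% = DMSO wells and 100% = 10 µM SAHA wells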
DAX1 inh-1: inhibitors of DAX1 repression of SF-1 activated StAR promoter; 370,000 compounds, 1.1% hits; HEK293T StAR-luciferase reporter, SF-1/DAX-1 repression relief; inhibition, % at 6.8 µM; AID 652010;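 active = inhibition above the mean over all tested compounds plus 3 SD, cut at about 3.6% in these data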;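 also: 0% = DAX-1 cells with DMSO and 100% = cells lacking DAX-1 with DMSO; higher inhibition means more luminescence from relief of DAX-1 repression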
DAX1 inh-2: inhibits human nuclear receptor DAX1. AID 504766. HEK293 Gal4-DAX1 luciferase reporter, luminescence. 340,000 compounds, 0.99% hits. inhibition, % at 6.75 µM;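 active = inhibition above the mean over all tested compounds plus 3 SD, cut at about 4.2% in these data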;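 also: 0% = DAX1-transfected cells with DMSO and 100% = empty-vector control cells with DMSO; inhibition shows as a rise in luminescence from relieved DAX1 repression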
ssDAF12 agonist: activates DAF-12 receptor from parasite S. stercoralis; 370,000 compounds, 1% hits; HEK293 ssDAF-12/GRIP1 lit1-tk-luc reporter, luminescence; % of 3 µM dafachronic acid response; activation, % at 6.8 µM; AID 652126;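 active = activation above the mean over all tested compounds plus 3 SD, cut at about 0.9% in these data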;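 also: 0% = DMSO-only wells and 100% = 3 µM delta7-dafachronic acid wells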
PLCg1 inh: blocks human PLC-gamma1 enzyme activity | P19174 | purified PLC-gamma1, fluorogenic substrate, fluorescence | inhibition, % at 12.2 µM | 370,000 compounds, 0.84% hits | AID 720700; in the data active = inhibition above about 9.5%
Target sequence (P19174 whole entry, looked up): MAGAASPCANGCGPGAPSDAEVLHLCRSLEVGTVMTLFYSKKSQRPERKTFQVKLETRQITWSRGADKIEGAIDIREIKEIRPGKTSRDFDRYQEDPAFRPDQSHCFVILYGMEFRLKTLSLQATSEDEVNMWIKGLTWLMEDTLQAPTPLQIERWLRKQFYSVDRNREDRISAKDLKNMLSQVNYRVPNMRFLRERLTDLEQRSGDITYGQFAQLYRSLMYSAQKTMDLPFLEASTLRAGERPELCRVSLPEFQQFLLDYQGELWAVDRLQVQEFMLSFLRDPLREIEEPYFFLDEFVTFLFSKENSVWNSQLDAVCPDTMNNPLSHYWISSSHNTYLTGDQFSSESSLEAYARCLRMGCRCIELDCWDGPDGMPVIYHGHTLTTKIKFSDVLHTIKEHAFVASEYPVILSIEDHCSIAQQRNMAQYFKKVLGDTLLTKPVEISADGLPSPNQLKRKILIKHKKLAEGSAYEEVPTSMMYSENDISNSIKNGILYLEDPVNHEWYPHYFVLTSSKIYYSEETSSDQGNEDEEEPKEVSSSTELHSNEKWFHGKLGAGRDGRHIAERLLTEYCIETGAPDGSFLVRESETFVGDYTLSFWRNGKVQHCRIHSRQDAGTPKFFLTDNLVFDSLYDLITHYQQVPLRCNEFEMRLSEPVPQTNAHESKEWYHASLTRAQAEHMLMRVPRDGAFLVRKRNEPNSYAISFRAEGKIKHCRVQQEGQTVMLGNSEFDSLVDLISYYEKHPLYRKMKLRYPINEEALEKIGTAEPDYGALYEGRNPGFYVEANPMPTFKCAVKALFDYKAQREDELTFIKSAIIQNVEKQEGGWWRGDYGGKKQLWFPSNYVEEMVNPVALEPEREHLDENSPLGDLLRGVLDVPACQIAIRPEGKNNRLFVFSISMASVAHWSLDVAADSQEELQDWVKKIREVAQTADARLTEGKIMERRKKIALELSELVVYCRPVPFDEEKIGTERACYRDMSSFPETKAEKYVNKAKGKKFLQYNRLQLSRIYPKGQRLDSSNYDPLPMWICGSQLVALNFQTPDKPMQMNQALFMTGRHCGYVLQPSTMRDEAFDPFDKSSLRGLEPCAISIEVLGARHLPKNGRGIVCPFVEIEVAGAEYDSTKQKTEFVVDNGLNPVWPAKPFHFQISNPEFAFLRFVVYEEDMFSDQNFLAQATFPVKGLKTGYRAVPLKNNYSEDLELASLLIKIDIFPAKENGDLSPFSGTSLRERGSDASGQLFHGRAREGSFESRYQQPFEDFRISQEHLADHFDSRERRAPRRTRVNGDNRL
* = called active by the depositor. Rows were taken by chance; 6.9% or so of the library scored in one or more.

Nn1c(SCc2ccc(F)cc2)nnc1-c1ccccn1 was read as ADAM17 inh 3, PLC-beta3 inh -3, hgDAF12 agonist 2.3, sPLA2-III inh -1, hcDAF12 agonist 1.7, ADAM10 inh 2, FXN GAA850 act 1.5, DAX1 inh-1 -0.2, ssDAF12 agonist -0.6 and PLCg1 inh 3.
COc1ccc(NC(=O)CC2C(=O)N(c3ccc(Cl)cc3)C(=S)N2NC(=O)c2cccc(F)c2)cc1 (centres undefined) was read as ADAM17 inh 1, PLC-beta3 inh 1, hgDAF12 agonist -0.6, sPLA2-III inh -49, hcDAF12 agonist -0.2, ADAM10 inh -6, FXN GAA850 act -3.7, DAX1 inh-1 0.1, DAX1 inh-2 -0.9, ssDAF12 agonist -0.8 and PLCg1 inh -1.
FC(F)(F)c1ccc(NC(=S)NC2CCCCC2)cc1 was read as ADAM17 inh 3, PLC-beta3 inh -5, hgDAF12 agonist 6.5, sPLA2-III inh -6, hcDAF12 agonist 0.2, ADAM10 inh 14, FXN GAA850 act 1.9, DAX1 inh-1 0.1, DAX1 inh-2 0.1, ssDAF12 agonist -1.2 and PLCg1 inh 3.
Screening O=C(Cc1ccc(S(=O)(=O)N2CCOCC2)s1)Nc1nc2c(s1)CCCC2 returned ADAM17 inh 2, PLC-beta3 inh -55, hgDAF12 agonist -1.0, sPLA2-III inh -26, hcDAF12 agonist -0.9, ADAM10 inh 2, FXN GAA850 act -0.6, DAX1 inh-1 -0.1, DAX1 inh-2 -1.4, ssDAF12 agonist -1.0 and PLCg1 inh -28.
Screening CCOc1ccc(OCCn2c(=S)[nH]c3c(N)ncnc32)cc1 returned ADAM17 inh -2, PLC-beta3 inh 0, hgDAF12 agonist -0.8, sPLA2-III inh 11, hcDAF12 agonist -0.6, ADAM10 inh -2, FXN GAA850 act 2.8, DAX1 inh-1 0.3, DAX1 inh-2 -0.4, ssDAF12 agonist -0.1 and PLCg1 inh 0.
For O=C(NCCCCc1ccccc1)NC[C@@H]1CC[C@@H](Cc2ccc(-c3ccccc3)cc2)O1 the results were ADAM17 inh -1, PLC-beta3 inh -1, hgDAF12 agonist 1.4, sPLA2-III inh -6, hcDAF12 agonist -1.2, ADAM10 inh 0, FXN GAA850 act 1.0, DAX1 inh-1 1.3, DAX1 inh-2 0.4, ssDAF12 agonist -0.1 and PLCg1 inh -2.
Screening O=C(CC[C@H]1O[C@@H](n2ccc(=O)[nH]c2=O)[C@H](O)[C@@H]1O)NCC1CCCO1 (some centres undefined) returned ADAM17 inh 0, PLC-beta3 inh 2, hgDAF12 agonist 0.1, sPLA2-III inh 0, hcDAF12 agonist 0.2, ADAM10 inh 2, DAX1 inh-1 0.0, ssDAF12 agonist -1.1 and PLCg1 inh 2.
`CC1(C)Cc2c(C#N)c(SCC(=O)c3ccccc3)nc(N3CCOCC3)c2CS1` gave ADAM17 inh 6, PLC-beta3 inh -9, hgDAF12 agonist -2.5, sPLA2-III inh -28, hcDAF12 agonist -1.0, ADAM10 inh 14, FXN GAA850 act 6.8, DAX1 inh-1 -1.4, DAX1 inh-2 -0.3, ssDAF12 agonist -1.4 and PLCg1 inh -2.
For Cc1[nH]c2ccccc2c1C(=O)CN1CCN(c2ccc(Cl)cc2)CC1 the results were ADAM17 inh 0, PLC-beta3 inh -6, hgDAF12 agonist -1.1, sPLA2-III inh 3, hcDAF12 agonist -1.3, ADAM10 inh 3, FXN GAA850 act 2.7, DAX1 inh-1 -0.6, DAX1 inh-2 -1.6, ssDAF12 agonist -1.2 and PLCg1 inh 6.
`COc1ccc(-c2c(C)[nH]n3c(=O)c(Cc4ccccc4)c(C)nc23)cc1OC` gave ADAM17 inh -11, PLC-beta3 inh -12, hgDAF12 agonist -2.5, sPLA2-III inh 1, hcDAF12 agonist -1.5, ADAM10 inh -17, FXN GAA850 act -0.4, DAX1 inh-1 -1.5, DAX1 inh-2 0.3, ssDAF12 agonist -0.5 and PLCg1 inh -10.
Screening S=C1NC[C@H](CC2CCCCC2)N1CCCCC1CCCCC1 returned ADAM17 inh -1, PLC-beta3 inh 2, hgDAF12 agonist 1.0, sPLA2-III inh -9, hcDAF12 agonist -2.2, ADAM10 inh 4, FXN GAA850 act 1.6, DAX1 inh-1 0.1, DAX1 inh-2 0.6, ssDAF12 agonist -1.2 and PLCg1 inh 1.
For Cc1cc(C)n(CC(=O)O)c(=O)c1[N+](=O)[O-] the results were ADAM17 inh 1, PLC-beta3 inh -6, hgDAF12 agonist 1.1, sPLA2-III inh 4, hcDAF12 agonist -0.7, ADAM10 inh 11, FXN GAA850 act -0.4, DAX1 inh-1 0.3, DAX1 inh-2 0.2, ssDAF12 agonist -1.5 and PLCg1 inh 2.
For CC(C)(C)Nc1nc(N)nc(Cl)n1 the results were ADAM17 inh -1, PLC-beta3 inh 2, hgDAF12 agonist 0.9, sPLA2-III inh -5, hcDAF12 agonist -1.9, ADAM10 inh 2, FXN GAA850 act 2.3, DAX1 inh-1 -0.1, DAX1 inh-2 2.3, ssDAF12 agonist -1.2 and PLCg1 inh 0.
Screening Cc1cccc2c(C(=O)n3cccn3)cc(-c3ccccc3Cl)nc12 returned ADAM17 inh -1, PLC-beta3 inh -1, hgDAF12 agonist -1.4, sPLA2-III inh -5, hcDAF12 agonist 3.4, ADAM10 inh -5, FXN GAA850 act 0.4, DAX1 inh-1 0.6, DAX1 inh-2 -0.2, ssDAF12 agonist -1.0 and PLCg1 inh 1.
Cc1nnc(NC(=O)c2ccc(-c3ccc([N+](=O)[O-])cc3)o2)s1 was read as ADAM17 inh -3, PLC-beta3 inh -22, hgDAF12 agonist -0.1, sPLA2-III inh 0, hcDAF12 agonist 1.0, ADAM10 inh -5, FXN GAA850 act -1.2, DAX1 inh-1 0.1, DAX1 inh-2 0.6, ssDAF12 agonist -1.8 and PLCg1 inh -14.
Screening N#Cc1ccccc1CN1C(=O)S/C(=C/c2cccn2-c2cccc(C(=O)O)c2)C1=O returned ADAM17 inh 1, PLC-beta3 inh -8, hgDAF12 agonist -0.6, sPLA2-III inh -34, hcDAF12 agonist -0.4, ADAM10 inh 3, FXN GAA850 act 2.4, DAX1 inh-1 0.3, DAX1 inh-2 0.2, ssDAF12 agonist -1.0 and PLCg1 inh -7.
Screening Cn1c(N2CCCC2)nc2c1c(=O)[nH]c(=O)n2C returned ADAM17 inh -2, PLC-beta3 inh -1, hgDAF12 agonist 0.5, sPLA2-III inh 6, hcDAF12 agonist -2.6, ADAM10 inh 4, FXN GAA850 act 1.3, DAX1 inh-1 0.4, DAX1 inh-2 0.7, ssDAF12 agonist -1.1 and PLCg1 inh 0.
`CC(=O)C1=C(O)C(=O)N(CCC(=O)O)C1c1ccccc1Cl` (centres undefined) gave ADAM17 inh -1, PLC-beta3 inh -5, hgDAF12 agonist -2.0, sPLA2-III inh 1, hcDAF12 agonist -0.8, ADAM10 inh 2, FXN GAA850 act -0.5, DAX1 inh-1 -1.1, DAX1 inh-2 -0.1, ssDAF12 agonist -0.2 and PLCg1 inh 2.
COc1ccc(F)cc1S(=O)(=O)n1cnc2ccccc21 was read as ADAM17 inh -6, PLC-beta3 inh -8, hgDAF12 agonist -2.6, sPLA2-III inh 3, hcDAF12 agonist 0.1, ADAM10 inh -6, FXN GAA850 act 1.8, DAX1 inh-1 0.1, DAX1 inh-2 2.8, ssDAF12 agonist -1.2 and PLCg1 inh 0.
`O=C(NNC(=O)c1cccs1)c1ccc(Cl)cc1` gave ADAM17 inh -4, PLC-beta3 inh 1, hgDAF12 agonist 1.4, sPLA2-III inh -8, hcDAF12 agonist 0.5, ADAM10 inh -2, FXN GAA850 act 2.5, DAX1 inh-1 0.3, DAX1 inh-2 2.0, ssDAF12 agonist -1.5 and PLCg1 inh 1.
Screening Cn1ccnc1SC(C(=O)O)c1ccccc1 (centres undefined) returned ADAM17 inh 1, PLC-beta3 inh -2, hgDAF12 agonist 1.0, sPLA2-III inh 4, hcDAF12 agonist -4.0, ADAM10 inh 6, FXN GAA850 act 2.4, DAX1 inh-1 -0.3, DAX1 inh-2 0.0, ssDAF12 agonist 0.1 and PLCg1 inh 5.
`Cc1ccc(NC(=O)Cn2c(=O)n(Cc3ccco3)c(=O)c3ccccc32)c(C)c1` gave ADAM17 inh -9, PLC-beta3 inh 0, hgDAF12 agonist -1.0, sPLA2-III inh 2, hcDAF12 agonist 0.7, ADAM10 inh -7, FXN GAA850 act 0.2, DAX1 inh-1 0.2, DAX1 inh-2 -0.7, ssDAF12 agonist -0.9 and PLCg1 inh -1.
For CC1CN(c2nc3ccccc3nc2SCC(=O)Nc2ccc(F)cc2)CC(C)O1 (centres undefined) the results were ADAM17 inh -1, PLC-beta3 inh -6, hgDAF12 agonist -0.4, sPLA2-III inh -4, hcDAF12 agonist -2.1, ADAM10 inh -2, FXN GAA850 act -2.1, DAX1 inh-1 -2.7, DAX1 inh-2 -0.4, ssDAF12 agonist -1.9 and PLCg1 inh -8.
`OCC1(CCCc2ccccc2)CCN(Cc2cnc(N3CCOCC3)s2)CC1` gave ADAM17 inh -4, PLC-beta3 inh -1, hgDAF12 agonist -6.7, sPLA2-III inh -2, hcDAF12 agonist -2.3, ADAM10 inh 0, FXN GAA850 act -0.2, DAX1 inh-1 -2.9, DAX1 inh-2 -2.2, ssDAF12 agonist -2.2 and PLCg1 inh 1.
`O=S(=O)(c1cccc(-c2cn3ccccc3n2)c1)N1CCCC1` gave ADAM17 inh -7, PLC-beta3 inh -20, hgDAF12 agonist 1.8, sPLA2-III inh 2, hcDAF12 agonist -0.8, ADAM10 inh -19, FXN GAA850 act 0.5, DAX1 inh-1 -2.2, DAX1 inh-2 -0.5, ssDAF12 agonist -1.4 and PLCg1 inh -17.
`CCC(NC(=O)c1oc2ccccc2c1COC)c1ccc(OC)cc1` (centres undefined) gave ADAM17 inh 1, PLC-beta3 inh -4, hgDAF12 agonist 0.2, sPLA2-III inh -6, hcDAF12 agonist -0.7, ADAM10 inh 3, FXN GAA850 act -3.6, DAX1 inh-1 -0.6, DAX1 inh-2 -1.0, ssDAF12 agonist -0.7 and PLCg1 inh 0.
Screening O=C(NCc1ccccc1)C1CCN(S(=O)(=O)N2CCCCCC2)CC1 returned ADAM17 inh -5, PLC-beta3 inh -2, hgDAF12 agonist -0.8, sPLA2-III inh -3, hcDAF12 agonist -0.1, ADAM10 inh -8, FXN GAA850 act 1.1, DAX1 inh-1 0.1, DAX1 inh-2 0.0, ssDAF12 agonist -1.7 and PLCg1 inh 0.
`CNC(=O)C(=O)Nc1cc2c3c(c1)CCN3C(=O)CC2` gave ADAM17 inh -6, PLC-beta3 inh -2, hgDAF12 agonist -0.2, sPLA2-III inh -3, hcDAF12 agonist -0.2, ADAM10 inh -2, FXN GAA850 act 0.2, DAX1 inh-1 -0.2, DAX1 inh-2 2.1, ssDAF12 agonist -1.1 and PLCg1 inh 1.
